PI4K2A inh – blocks human PI4K2A kinase activity; Q9BTU6; purified PI4K2A, ADP-Glo luminescence, 1 h; active compounds read low; activity change, negative = inhibition, % at 76.9 µM; 0.13% of 420,000 active; in the data active = activity change below about -50%; inconclusive = mostly about -30% to -49%;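 also: -100% = wells without enzyme as full effect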
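PI4K2A activity was measured by ADP-Glo luminescence: enzyme (4 ug/mL stock) and phosphatidylinositol (1.2 mM stock) in Tris pH 7.5/MgCl2/EGTA/Triton X-100 buffer were reacted with ATP (300 microM stock) for one hour at ambient temperature.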
JMJD2A Tudor inh – JMJD2A Tudor domain (human) inhibition; O75164; AlphaScreen JMJD2A-Tudor / H3K4me3 peptide binding; Potency, µM (series often up to 114 µM), for inactives: at the highest dose activity change, negative = inhibition, actives largely listed as inhibitors; 4.4% of 390,000 active; AID 504339; also: potency is read from the fitted curve at half-maximal effect; % is scaled to controls: 0 for no effect and ±100 for the full control effect; nearly all actives have a fitted effect of over 50% in size
HP1b binding inh – HP1-beta chromodomain-methylated histone interaction inhibition | AlphaScreen HP1-beta / biotin-H3K9me3 peptide binding | Potency, µM (top dose mostly 114 µM), for the others: top-dose activity change, negative = inhibition, most hits filed as inhibitors | 0.56% of 390,000 active | AID 540317; also: potency is read from the fitted curve at half-maximal effect; nearly all actives have a fitted effect of over 70% in size; inactives centre near 23
Target sequence (P83916 whole entry, looked up): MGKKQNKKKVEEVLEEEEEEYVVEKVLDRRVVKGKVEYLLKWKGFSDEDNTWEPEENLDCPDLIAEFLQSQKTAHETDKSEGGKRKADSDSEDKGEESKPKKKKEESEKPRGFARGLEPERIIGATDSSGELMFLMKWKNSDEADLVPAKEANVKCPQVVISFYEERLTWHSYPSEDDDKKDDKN
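Compound inhibition of the preformed complex between 50 nM HP1-beta and 50 nM biotinylated H3K9me3 peptide was read by AlphaScreen. Buffer was PBS pH 7.4 with 0.01% Tween-20. Incubations ran 30 min at room temperature, with 10 ug/mL donor/acceptor beads.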
G9a inh – blocks human histone lysine methyltransferase G9a | G9a H3K9 monomethylation, AlphaScreen, 2 h | AID 504332 | 8.8% of 350,000 active | Potency, µM (series often up to 102 µM), for the others: at the highest dose activity, negative = inhibition, actives largely listed as inhibitors | Q96KQ7; also: potency is read from the fitted curve at half-maximal effect; % is scaled to controls: 0 for no effect and ±100 for the full control effect; nearly all actives have a fitted effect of over 75% in size
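G9a (20 nM) was preincubated 15 min with compound, then reacted 2 h at room temperature with 500 nM biotin-H3K9 peptide and 20 µM SAM. Monomethyl-H3K9 detected by AlphaScreen using anti-H3K9me1 antibody.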
GLS inh – glutaminase GLS (human) inhibition. O94925. GLS enzymatic activity, qHTS titration. Potency, µM (doses to about 45.5 µM), inactives show at the highest dose activity change, negative = inhibition, usual class: inhibitors. 0.21% of 410,000 active. AID 624170; also: potency is read from the fitted curve at half-maximal effect; % is scaled to controls: 0 for no effect and ±100 for the full control effect
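Coupled fluorescence readout: glutamate oxidase/HRP/Amplex Red detect glutamate formed by hKGA from L-glutamine (1 mM solution added). Buffer 45 mM KH2PO4 pH 8.2, 0.02% Tween-20; reads at t0 and 30 min RT.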
Tb PGK inh – T. brucei PGK inhibition; P07378; 0.043% of 380,000 active; Potency, µM (doses to about 57.5 µM), for inactives: at the top dose activity change, negative = inhibition, hits mostly inhibitors; PGK/GAPDH coupled, Kinase-Glo luminescence, 60 min; also: potency is read from the fitted curve at half-maximal effect; % is scaled to controls: 0 for no effect and ±100 for the full control effect; nearly all actives have a fitted effect of over 60% in size
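Recombinant glycosomal PGK reaction used 1,3-bisphosphoglycerate generated in-well by GAPDH (100nM final) in 100mM TEA pH 7.6, 5mM MgCl2, 0.01% Tween-20. After 60 minutes at room temperature, ATP was read by Kinase-Glo Plus luminescence end-point.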
POLH inh – DNA polymerase eta (human) inhibition. Q9Y253. recombinant Pol eta, fluorescent DNA replication assay. Potency, µM (doses to about 114 µM), without a hit: at the highest dose activity change, negative = inhibition, actives largely listed as inhibitors. 1.2% of 390,000 active; also: potency is read from the fitted curve at half-maximal effect; % is scaled to controls: 0 for no effect and ±100 for the full control effect
Target sequence (Q9Y253 whole entry, looked up): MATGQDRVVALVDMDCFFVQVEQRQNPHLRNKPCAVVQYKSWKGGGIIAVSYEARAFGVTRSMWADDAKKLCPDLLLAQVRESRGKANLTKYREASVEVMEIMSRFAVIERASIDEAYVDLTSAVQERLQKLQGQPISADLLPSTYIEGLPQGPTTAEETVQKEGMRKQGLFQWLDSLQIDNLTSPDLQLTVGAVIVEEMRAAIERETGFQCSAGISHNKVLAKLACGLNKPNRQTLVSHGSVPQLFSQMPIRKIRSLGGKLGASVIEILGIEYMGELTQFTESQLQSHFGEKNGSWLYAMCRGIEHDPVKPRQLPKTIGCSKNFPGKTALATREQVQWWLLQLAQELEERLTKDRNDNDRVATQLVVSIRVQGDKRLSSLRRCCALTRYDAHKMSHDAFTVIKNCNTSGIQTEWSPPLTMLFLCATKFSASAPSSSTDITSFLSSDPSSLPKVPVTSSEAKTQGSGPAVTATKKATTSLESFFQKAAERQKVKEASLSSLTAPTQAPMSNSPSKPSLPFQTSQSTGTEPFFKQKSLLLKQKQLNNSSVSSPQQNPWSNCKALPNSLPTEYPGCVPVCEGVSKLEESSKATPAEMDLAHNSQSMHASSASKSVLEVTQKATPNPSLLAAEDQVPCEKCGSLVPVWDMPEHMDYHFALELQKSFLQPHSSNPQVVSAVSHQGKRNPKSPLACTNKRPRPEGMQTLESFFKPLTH
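Pol eta (10 nM) was preincubated with compounds for 15 min at room temperature, after which fluorescent replication substrate (50 nM final) was added to start the reaction. Fluorescence was read kinetically at 0 and 10 min.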
BAZ2B block – blocks human BAZ2B | Q9UIF8 | AlphaScreen BAZ2B-H3K14Ac peptide displacement | Potency, µM (series often up to 114 µM), for inactives: at the highest dose activity change, negative = inhibition, most hits filed as inhibitors | 4.4% of 360,000 active | AID 504333; also: potency is read from the fitted curve at half-maximal effect; % is scaled to controls: 0 for no effect and ±100 for the full control effect; nearly all actives have a fitted effect of over 60% in size
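AlphaScreen displacement of biotin-H3(5-23)K14Ac peptide (50 nM final) from BAZ2B (50 nM final) in PBS pH 7.4, 0.01% Tween-20; complex preformed 30 min RT, then compounds (top 110 uM) 30 min RT, beads 20 min dark.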
Pin1 inhibitor – human Pin1 inhibition | Q13526 | Pin1 FP peptide displacement, HiFluor488, 10 min | Potency, µM (doses to about 115 µM), without a hit: top-dose activity, negative = inhibition, usual class: inhibitors | 0.009% of 390,000 active | AID 504891; active = well fitted inhibition curve with a large enough effect in the polarisation, with a control signal flat, not every such curve was filed as active; inconclusive = small, poorly fitted or top-dose-only effect, or effect the other way, or a change in a side signal; inactive = no such curve, though single readings can be large or run the other way; the % refers to the polarisation; also: potency is read from the fitted curve at half-maximal effect; % is scaled to controls: 0 for no effect and ±100 for the full control effect
Target sequence (Q13526 whole entry, looked up): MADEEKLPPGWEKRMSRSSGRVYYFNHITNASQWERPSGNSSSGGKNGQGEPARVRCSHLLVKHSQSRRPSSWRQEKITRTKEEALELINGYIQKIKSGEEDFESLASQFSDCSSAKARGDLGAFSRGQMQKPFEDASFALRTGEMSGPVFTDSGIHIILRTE
Active calls of the source: *; i = inactive; ? = inconclusive; . = no result given; [ ] = another dose, or the depositor's remark. Unless noted, calls follow the shape of the dose curve; as a rule, active = well fitted curve in the direction sought with a large enough effect; inconclusive = small, poorly fitted or top-dose-only effect, or another doubt; inactive = no such curve, though single readings can be large; an effect the other way counts as inactive or inconclusive. The list is partial; count on the stated rates, not on these rows.

SMILES	PI4K2A inh	JMJD2A Tudor inh	HP1b binding inh	G9a inh	GLS inh	Tb PGK inh	POLH inh	BAZ2B block	Pin1 inhibitor
CC(=O)c1ccc(NC(=O)C2=CC(c3ccc(C)cc3)=NS(=O)(=O)N2C)cc1	-1.5	?	-13.3%	14.1µM*	-4.1%	-5.6%	-25.0%	?	-1.2%
CN(CC(=O)Nc1ccc(Cl)c(C(F)(F)F)c1)C(=O)Cn1cc([N+](=O)[O-])ccc1=O	-0.2	-22.3%	14.8%	6.31µM*	-1.4%	-3.2%	79.4µM*	-10.0%	-3.6%
NC(=O)C1CCN(c2nc3c(S(=O)(=O)c4ccccc4)nnn3c3ccccc23)CC1	0.6	6.6%	51.1%[activator]	21.4%	5.4%	-6.0%	-5.2%	-12.7%	-6.8%
COCCn1c(SCC(=O)Nc2ccccc2F)nc2c(c1=O)SCC2	0.1	-3.5%	28.6%	.	-2.4%	6.0%	-1.6%	-13.5%	0.3%
CCNc1nc(NCC)nc(N/N=C/c2ccc(OC)cc2)n1	-0.9	-18.6%	33.3%	-12.0%[12.7 µM]	-5.4%	-1.7%	0.9%	-8.8%	0.5%
CCCCCn1c(SCc2ccncc2)nc2cc(C(=O)NCc3ccco3)ccc2c1=O	4.7	-26.3%	16.6%	16.0%[0.501 µM]	-12.3%	i	-23.3%	-10.9%	29.6%
c1ccc(NCc2ccncc2)cc1	0.3	-6.6%	29.8%	17.7%	9.2%	-0.9%	-5.1%	-5.3%	-1.4%
CC(=O)Nc1cccc(C(=O)Oc2cccc(C)c2)c1O	-0.4	-6.5%	24.7%	-0.5%[12.7 µM]	-0.4%	8.9%	-0.4%	5.0%	-5.8%
CC(C)NC(=O)c1ccccc1NC(=O)C1CC(=O)N(C(C)C)C1 (centres undefined)	1.7	-0.7%	33.9%	.	-13.8%	-3.7%	-15.1%	10.7%	-0.1%
Cc1ccc(NC(=S)N2CCCC(O)C2)cc1 (centres undefined)	1.0	-6.3%	40.4%[activator]	?	11.5%	-2.4%	5.5%	.	4.7%
CCCCN(CCCC)C(=S)N/N=C/c1c(C)[nH]n(-c2ccccc2)c1=O	6.9	79.4µM*	3.4%	?	3.2%	-0.9%	2.6%	10µM*	-1.0%
CC(/C=N/NC(=O)c1cnccn1)=C\c1ccco1	-1.9	-14.2%	24.0%	?	-1.5%	-8.0%	?	-13.7%	2.0%

Entries of single compounds from above.
Listed for `NC(=O)C1CCN(c2nc3c(S(=O)(=O)c4ccccc4)nnn3c3ccccc23)CC1` : PI4K2A inh: 0.6; JMJD2A Tudor inh: 6.6%; HP1b binding inh: 51.1%[activator]; G9a inh: 21.4%; GLS inh: 5.4%; Tb PGK inh: -6.0%; POLH inh: -5.2%; BAZ2B block: -12.7%; Pin1 inhibitor: -6.8%
Listed for `CC(C)NC(=O)c1ccccc1NC(=O)C1CC(=O)N(C(C)C)C1` (centres undefined) : PI4K2A inh: 1.7; JMJD2A Tudor inh: -0.7%; HP1b binding inh: 33.9%; G9a inh: .; GLS inh: -13.8%; Tb PGK inh: -3.7%; POLH inh: -15.1%; BAZ2B block: 10.7%; Pin1 inhibitor: -0.1%

Carrying on:
SMILES	PI4K2A inh	JMJD2A Tudor inh	HP1b binding inh	G9a inh	GLS inh	Tb PGK inh	POLH inh	BAZ2B block	Pin1 inhibitor
CCOc1ccc(N2CC(C(=O)NCC(=O)Nc3ccc(F)c(F)c3F)CC2=O)cc1 (centres undefined)	0.5	-12.1%	34.1%	4.8%[12.7 µM]	2.0%	3.8%	1.4%	7.5%	0.0%
O=C(CSCc1cccc(CSCC(=O)Nc2ccccc2)n1)Nc1ccccc1	4.2	-14.1%	26.6%	-21.9%	7.3%	-3.4%	1.5%	0.1%	-3.4%
COc1ccc(-c2cc(C(F)(F)F)c(C#N)c(SCC(=O)Nc3ccccc3F)n2)cc1	0.1	7.6%	41.9%[activator]	22.8%[59 µM]	-4.0%	-13.6%	-19.9%	12.8%	?
C=CCN(CC=C)S(=O)(=O)c1ccc(NC(=S)NC(=O)/C=C/c2cccc3ccccc23)cc1	5.5	-26.9%	1.9%	-45.6%[2.33 µM]	0.9%	-5.9%	-4.4%	?	-0.6%
CC(C)(C)NC(=O)CN1CCC(O)(c2ccccc2)CC1	-0.6	-0.6%	10.8%	6.2%	-25.9%	.	0.1%	-0.7%	-8.9%
CCOc1ccc(Cn2c(-c3ccc(OCC)c(OC)c3)nc3ccccc32)cc1OC	4.5	-9.0%	23.8%	-24.9%[59 µM]	-0.2%	-1.8%	-11.1%	-11.3%	6.1%
Cc1cc(C)c(NC(=O)CCC(=O)N2Cc3ccccc3Oc3ncccc32)c(C)c1	3.5	-21.0%	0.0%	3.0%[59 µM]	2.2%	-4.0%	-8.5%	11.9%[57.1 µM]	1.9%
O=C(NNc1ccccc1)NC(Cc1ccccc1)C(=O)O (centres undefined)	-4.7	-8.3%	42.5%[activator]	.	22.8%	0.1%	-21.5%	.	-3.1%
O=C(NCC1CCCO1)c1nc2c(nnn2Cc2ccccc2Cl)c(=O)[nH]1 (centres undefined)	-2.2	-22.1%	25.4%	?	3.4%	-5.0%	-9.2%	14.3%	0.5%
C=CCOC(=O)C1=C[C@@H](c2ccc(Br)cc2)C[C@@H](OCc2ccc(CO)cc2)O1	2.7	-22.4%	15.6%	?	-0.2%	i	-9.5%	-8.5%	9.7%
Cc1ccc(N2C(=O)CC(c3ccccc3F)C3=C2COC3=O)cc1Cl (centres undefined)	-1.0	-7.8%	55.9%[activator]	17.4%[59 µM]	1.8%	2.6%	-10.9%	-20.3%	5.1%
COc1ccc(N(CC(=O)Nc2ccc(C)cc2)S(=O)(=O)c2c(C)noc2C)cc1	0.9	19.1%	47.7%[activator]	21.1%	-9.8%	-9.4%	-18.7%	-4.2%	0.1%
Cc1ccc(C)c(NC(=O)CN2C(=O)CCc3cc(S(=O)(=O)N4CCCCC4)ccc32)c1	-1.6	2.3%	25.5%	-2.6%[12.7 µM]	-11.5%	-4.3%	-17.3%	-15.1%	-9.7%
CN(C)c1nc(-c2ccccc2)cc(C(F)(F)F)c1C#N	1.3	274.3%[activator]	i	.	-7.1%	i	-12.1%	355.7%[activator]	-2.2%
COCCN(C(=S)Nc1cc(C)cc(C)c1)C(C)c1cccs1 (centres undefined)	2.6	3.9%	30.5%	6.5%	0.7%	-8.4%	1.0%	-0.7%	7.7%
COc1ccc(OCC(=O)NC2CCCc3ccccc32)cc1 (centres undefined)	-1.3	-19.9%	44.7%	20.1%	-1.6%	-1.2%	?	6.0%	42.6%[activator]
COc1ccccc1NS(=O)(=O)c1cc(NC(=O)CCc2nc3ccccc3c(=O)[nH]2)ccc1C	-1.1	-20.9%	29.3%	-31.5%	0.0%	i	-17.7%	1.9%	10.6%
COc1ccc(Cn2c(SCc3cc(C)ccc3C)nc3cc(OC)c(OC)cc3c2=N)cc1	2.6	?	-19.1%	?	.	-7.0%	-11.2%	?	5.8%
CN(CC(=O)Nc1ccccc1Br)C(=O)c1cccc([N+](=O)[O-])c1	3.8	-6.2%	-5.7%	13.9%	1.6%	5.2%	-5.4%	-10.8%	2.7%
CCCCC(CC(O)COCC(C)C)C(=O)NN (centres undefined)	2.6	-1.1%	17.1%	-20.9%[12.7 µM]	9.3%	2.2%	-17.1%	-20.2%	1.4%
COc1ccc(NC(=O)CN(c2ccc(C)cc2)S(C)(=O)=O)c(OC)c1	3.6	-7.5%	13.2%	4.3%[12.7 µM]	21.1%	7.7%	-5.3%	-5.4%	-2.4%
COc1ccc(OCC(=O)Nc2ccccc2C(=O)OCc2cc(=O)n3nc(C)sc3n2)cc1	-5.9	-8.3%	1.2%	21.0%[59 µM]	1.9%	-6.6%	-14.0%	-9.7%	-13.6%
CCCCCCCCCCCCCCCC[n+]1ccc(C(N)=O)cc1	3.3	?	?	-13.4%[59 µM]	?	0.9%	?	-28.0%	?
Cc1ccc(NC(=O)c2ccc(NS(=O)(=O)c3c(C)noc3C)cc2)cc1C	-3.1	-24.0%	13.0%	-30.3%[2.33 µM]	1.9%	9.8%	-8.2%	1.8%	-1.8%
Clc1cccc(CNc2nnnn2-c2ccccc2)c1	-7.6	-4.1%	23.0%	-2.8%	19.4%	-3.0%	-8.3%	-4.0%	17.4%
O=C1O/C(=C/c2ccccc2)N=C1c1ccccc1	5.7	0.7%	-4.8%	-1.6%	-6.9%	-1.7%	1.7%	3.8%	-4.9%
CCOc1ccc(N2CC(c3nc4ccccc4n3CCOc3ccc(CC)cc3)CC2=O)cc1 (centres undefined)	-3.0	-6.9%	29.8%	-3.6%[59 µM]	2.1%	-3.7%	?	-3.3%	13.4%
Brc1ccc(CN2CCN(c3ccccn3)CC2)s1	-3.0	7.94µM*	?	14.1µM*	-0.9%	0.4%[11.5 µM]	-5.7%	44.7µM*	-7.7%
COc1cc(OC)c(C(=O)COc2ncnc3ccccc23)c(OC)c1	-2.3	-10.3%	45.3%[activator]	14.9%	1.7%	-2.8%	-12.5%	18.8%	-8.7%

Screening results as filed in PubChem BioAssay.
